DDE Tn6 FP inh: DD(E)-Tn6 binding inhibition, primary FP screen. P02675. actives 0.21% (n = 370,000). inhibition, % at 8.3 µM. Fibrin DD(E) TRITC-Tn6 fluorescence polarization displacement;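 active = inhibition above a per-campaign cutoff: mean of compounds within control limits plus 3 SD, cut at about 15% in these data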;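 also: 0% = median of all compound wells on the plate and 100% = blocking peptide control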
DDE Tn7 FP inh: disrupts Tn7 cyclic peptide binding to fibrin D-Dimer-E complex; P02675; FP displacement of FITC-Tn7 peptide from fibrin DD(E); 0% = median of compound wells per plate; inhibition, % at 8.3 µM; actives 0.13% (n = 370,000); AID 720508;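 active = inhibition above the mean of compounds falling within the control limits plus 3 SD of them, cut at about 14% in these data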;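 also: 0% = plate median of compound wells and 100% = 10 µM Aha-Tn7 peptide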
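System: human fibrin DD(E); quantity: Fibrin-DD(E) at 2 µM final; also added: fluorescent Tn7 probe at 0.1 µM; compound dosing: single nominal test concentration of 8.3 µM per compound; schedule: 10 min preincubation, 3 h with tracer, room temperature; detection: fluorescence polarization of the labelled Tn7 tracer; repeats: one replicate per compound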
UHRF1 MBD2 ctr: blocks human UHRF1 binding to methylated DNA; Q96T88; UHRF1 binding to methylated oligo, TR-FRET; inhibition, % at 4.4 µM; actives 0.75% (n = 370,000); in the data active = inhibition above about 21%;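 also: UHRF1 SRA domain binding a hemimethylated CpG hairpin DNA probe; 0% = median of test compound wells and 100% = reference inhibitor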
ASAP1 inh: blocks human ASAP1-stimulated Arf1 GTP hydrolysis. GDP FP detection. inhibition, % at 16.5 µM. actives 0.19% (n = 360,000); in the data active = inhibition above about 25%;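 also: 0% = vehicle with enzyme and substrate and 100% = no enzyme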
PLCg1 inh: blocks human PLC-gamma1 enzyme activity | purified PLC-gamma1, fluorogenic substrate, fluorescence | P19174 | actives 0.84% (n = 370,000) | inhibition, % at 12.2 µM | AID 720700; in the data active = inhibition above about 9.5%
ARFGAP1 inhibitor: rat ARFGAP1 inhibition | inhibition, % at 16.5 µM | actives 0.26% (n = 360,000) | Arfgap1-stimulated ARF1 GTP hydrolysis, GDP FP detection | Q62848 | AID 651572;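 active = inhibition above a per-plate limit, mean inhibition of low control wells plus 3 SD, cut at about 25% in these data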;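 also: 0% = DMSO wells with enzyme and 100% = wells lacking Arfgap1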
Target sequence (Q62848 1-136 limits assumed): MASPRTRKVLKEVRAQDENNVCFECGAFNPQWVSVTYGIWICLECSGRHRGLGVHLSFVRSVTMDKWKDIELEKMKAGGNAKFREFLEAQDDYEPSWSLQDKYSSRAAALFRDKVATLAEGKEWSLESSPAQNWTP
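Assay system: purified rat His6-Arfgap1 residues 1-136 (GAP domain); Reagent: human Δ17 ARF1 bound to GTP; Dosing: 16.5 µM single point, 1.26% DMSO; Times: GTP hydrolysis reaction 2 h at 25 °C; Signal: FP, GDP Alexa 633 tracer displaced from anti-GDP antibody, 620/688 nm; Measure: % inhibition from polarization.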
KLK7 zymogen act: activators of human kallikrein-7 zymogen; AID 652039; purified proKLK7, EDANS-DABCYL substrate fluorescence; 100% is mature enzyme control, 0% vehicle; P49862; activation, % at 7 µM; actives 0.9% (n = 370,000);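 active = activation above the mean of all tested compounds plus 3 SD, computed per campaign excluding outliers beyond control limits, cut at about 13% in these data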
Target sequence (P49862 whole entry, looked up): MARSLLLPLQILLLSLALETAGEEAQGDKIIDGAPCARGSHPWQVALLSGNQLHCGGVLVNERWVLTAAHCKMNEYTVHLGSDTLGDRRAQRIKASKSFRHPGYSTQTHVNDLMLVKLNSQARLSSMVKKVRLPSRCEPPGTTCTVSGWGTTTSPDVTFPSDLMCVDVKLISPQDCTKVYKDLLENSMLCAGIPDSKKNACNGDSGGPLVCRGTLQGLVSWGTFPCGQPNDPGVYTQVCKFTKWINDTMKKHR
Rev-erbA mod: Rev-erb alpha (human) modulation. P20393. Rev-erbα–FITC-DNA binding, fluorescence polarization, 90 min. activity, % at 10 µM. actives 0.79% (n = 370,000);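 active = activity above about 14%, limit read from the data; passing the limit was not always enough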;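 also: 0% = DMSO wells with 35 nM protein and 100% = DMSO wells with 750 nM protein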
Target sequence (P20393 whole entry, looked up): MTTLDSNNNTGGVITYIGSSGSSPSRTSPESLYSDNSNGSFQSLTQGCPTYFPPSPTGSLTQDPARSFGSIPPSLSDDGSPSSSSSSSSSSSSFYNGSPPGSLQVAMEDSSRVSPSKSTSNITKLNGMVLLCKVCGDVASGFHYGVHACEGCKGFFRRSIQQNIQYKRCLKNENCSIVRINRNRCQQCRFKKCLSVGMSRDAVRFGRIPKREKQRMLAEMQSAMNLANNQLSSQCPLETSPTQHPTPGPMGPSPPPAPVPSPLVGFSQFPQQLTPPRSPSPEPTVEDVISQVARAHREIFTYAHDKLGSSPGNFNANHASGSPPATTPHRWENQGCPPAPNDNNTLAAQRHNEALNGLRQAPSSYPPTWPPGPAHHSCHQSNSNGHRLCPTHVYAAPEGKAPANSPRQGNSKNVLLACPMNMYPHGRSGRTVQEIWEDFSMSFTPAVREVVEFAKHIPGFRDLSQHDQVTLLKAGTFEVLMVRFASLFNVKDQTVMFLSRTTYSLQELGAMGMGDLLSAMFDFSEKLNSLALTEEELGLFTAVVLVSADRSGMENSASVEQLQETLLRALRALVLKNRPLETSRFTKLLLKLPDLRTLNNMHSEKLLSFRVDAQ
PLC-beta3 inh: PLC-beta3 (human) inhibition, primary screen. Q01970. Purified PLC-beta3, fluorogenic substrate, fluorescence. inhibition, % at 12.2 µM. actives 0.18% (n = 370,000). AID 720704; in the data active = inhibition above about 11%;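 also: 0% = median of compound wells on plate and 100% = full blocker control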
HGIII-sPLA2 inh: Inhibits HGIII-sPLA2 liposome hydrolysis, primary screen; actives 0.56% (n = 370,000); QFRET BODIPY PC-A2 liposome hydrolysis, fluorescence; inhibition, % at 12.2 µM; Q9NZ20;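 active = inhibition above mean plus 3 SD of compounds lying within the high and low control bounds, cut at about 19% in these data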;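 also: 0% = median of test compound wells and 100% = no enzyme DMSO wells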
* = called active by the depositor; i = inactive; nt = no result given.

cpd	SMILES	DDE Tn6 FP inh	DDE Tn7 FP inh	UHRF1 MBD2 ctr	ASAP1 inh	PLCg1 inh	ARFGAP1 inhibitor	KLK7 zymogen act	Rev-erbA mod	PLC-beta3 inh	HGIII-sPLA2 inh
1	O=C(CCc1nc2ccccc2[nH]c1=O)OCc1ccc(S(=O)(=O)N2CCOCC2)cc1	1	1	3	8	-6	-4	0.9	-3	-6	-1
2	Cc1ccccc1C(=O)NC(CC(C)C)C(=O)N1CCN(c2ccccc2)CC1 (stereo not drawn)	-2	-2	2	-2	-1	5	0.2	-2	-5	2
3	CCN(C(=O)c1ccc(Cl)c([N+](=O)[O-])c1)c1ccccc1	2	5	1	-7	-2	0	0.0	0	-6	0
4	O=C(Nc1ccccc1N1CCOCC1)c1ccc(Cl)nc1	1	-2	4	3	0	5	-0.5	-9	5	3
5	CCCCn1c2ccc(F)cc2c2nnc(NN)nc21	8	7	-4	-6	-5	-9	-0.5	3	-2	4
6	CCCCN(C)C(=O)c1cn(C(C)c2ccccc2)nn1 (stereo not drawn)	5	7	4	nt	0	nt	-0.7	0	1	15
7	CC1CCC(C(C)C)C(OCC(O)CNC(C)C)C1 (stereo not drawn)	1	-7	-1	5	1	3	0.8	0	-3	-6
8	Cc1ncsc1C(=O)O	1	-1	1	-12	1	4	0.3	-1	-5	4
9	Cc1cccc(C)c1NC(=O)CNC(=O)CCCc1c[nH]c2ccccc12	-5	-4	-2	12	8	7	0.2	1	2	-42
10	COc1cccc(NC(=O)C2(C)CCN2Cc2ccccc2Cl)c1 (stereo not drawn)	0	-5	-3	-4	2	-9	0.0	3	2	-17
11	O=C(NCc1ccco1)/C(=C\c1cccs1)NC(=O)c1ccco1	0	-5	-4	-4	2	9	0.0	0	4	2
12	Cc1cc(C(=O)OCC(=O)NCCN2C(=O)CSC2=O)ccc1[N+](=O)[O-]	7	3	16	10	-2	0	0.2	8	-5	6

cpd	SMILES	DDE Tn6 FP inh	DDE Tn7 FP inh	UHRF1 MBD2 ctr	ASAP1 inh	PLCg1 inh	ARFGAP1 inhibitor	KLK7 zymogen act	Rev-erbA mod	PLC-beta3 inh	HGIII-sPLA2 inh
13	COc1ccc(CN2CCN(C(=O)c3ccc4nc(N5CCOCC5)sc4c3)CC2)c(OC)c1OC	0	4	2	8	-2	10	-0.1	3	-5	2
14	COc1cc(C2C(C#N)=C(N)Oc3c2oc(CO)cc3=O)ccc1OC(C)C (stereo not drawn)	0	-6	1	-7	9	4	-0.2	3	4	3
15	Clc1nssc1=Nc1ccc(Br)cc1	10	5	-5	-8	-4	8	-0.1	7	-6	13
16	O=C(Nc1ccccc1C(=O)O)c1cccc(NS(=O)(=O)c2ccc(Br)cc2)c1	9	3	-1	-5	-7	-1	0.8	0	-17	-40
17	O=C(Nc1cccc(Cl)c1)Nn1cnnc1	4	1	0	0	1	-7	0.0	3	2	9
18	NNC(=O)c1cc2cc3ccccc3nc2s1	-6	-1	-4	5	-4	6	1.0	4	-10	-1
19	O=C(c1cccc(F)c1)N1CCN(C2CCCCC2)CC1	-2	-6	2	-6	4	1	0.1	3	3	0
20	Cc1ncc(CO)c(/C=N/NC(=O)c2ccccc2Br)c1O	1	-3	-2	8	i	-2	28*	1	i	1
21	NC(=O)N/N=C1\CCS(=O)(=O)c2ccc(F)cc21	-3	-5	-3	-17	0	3	-0.3	-2	-1	-8
22	Cc1cc(NS(=O)(=O)c2ccc(NC(=S)NC(=O)/C=C/c3ccccc3)cc2)no1	10	9	-5	2	1	-9	0.1	1	-2	-14
23	CC(CC(=O)N1CCN(S(=O)(=O)c2ccccc2)CC1)n1cncn1 (stereo not drawn)	7	1	0	9	-1	-2	0.3	1	-6	5
24	COC(=O)CN(C(=S)Nc1ccc(F)cc1)C1CC(=O)N(c2ccccc2)C1=O (stereo not drawn)	-6	-4	-2	0	5	-11	-0.4	1	2	-42

cpd	SMILES	DDE Tn6 FP inh	DDE Tn7 FP inh	UHRF1 MBD2 ctr	ASAP1 inh	PLCg1 inh	ARFGAP1 inhibitor	KLK7 zymogen act	Rev-erbA mod	PLC-beta3 inh	HGIII-sPLA2 inh
25	COc1ccc(NC(=O)Nc2ccc(F)c(F)c2)c(OC)c1	0	1	0	-7	2	5	-0.2	-4	2	5
26	CSCC[C@H](NC(=O)c1ccc(Cl)c([N+](=O)[O-])c1)c1nc2ccccc2[nH]1	0	-3	16	2	0	-10	-0.2	0	4	-19
27	O=C(CCN1CCCCO1)NC1CCCc2c1cnn2-c1ccc(F)cc1F (stereo not drawn)	8	11	1	-1	-2	-11	0.0	-6	2	-3
28	COC(=O)C12C=C3CC(c4ccc(C)s4)=C3C(=O)N1Cc1[nH]c3ccccc3c1C2 (stereo not drawn)	2	-9	-2	nt	-54	nt	-1.5	-5	-72	-4
29	COc1cc(C(=O)OCc2ccc([N+](=O)[O-])cc2)cc(OC)c1OC	-6	-6	-1	3	3	1	0.5	-5	0	2
30	O=C(C(=O)N1CCN(c2ccccc2)CC1)c1ccc2c(c1)OCO2	-4	3	0	5	-1	-11	-0.1	-2	0	4
31	COc1ccc(CN(Cc2cc3ccc(C)cc3[nH]c2=O)Cc2nnnn2C2CCCC2)cc1	-3	2	-4	4	1	-6	-0.1	-2	2	-5
32	O=C(O[C@H]1CC[C@@]23CCCN2C(=O)CCC[C@H]3C1)N1CCCC1	3	5	-4	nt	0	nt	nt	-9	1	0
33	COc1ccc2sc(-c3ccc(S(C)(=O)=O)cc3)c(-c3ccc(C(N)=O)cc3)c2c1	8	2	1	-7	-22	-1	-3.8	29*	-46	5
34	CS(=O)(=O)N(CC(=O)O)c1cccc(Cl)c1	-4	-3	3	5	0	4	-0.1	2	1	-2
35	COc1cccc(NC(=O)CSCc2nc3sc(C)c(C)c3c(=O)[nH]2)c1	10	6	-3	5	-5	-7	-0.2	1	-3	0
36	Cc1ccccc1CS(=O)(=O)Cc1ccc(C(=O)Nc2c(C)cccc2C)o1	1	-4	-1	nt	-1	nt	-0.4	-4	0	-3

Rewritten with values ahead of the structure: part of the list above
no.	DDE Tn6 FP inh	DDE Tn7 FP inh	UHRF1 MBD2 ctr	ASAP1 inh	PLCg1 inh	ARFGAP1 inhibitor	KLK7 zymogen act	Rev-erbA mod	PLC-beta3 inh	HGIII-sPLA2 inh	Compound
25	0	1	0	-7	2	5	-0.2	-4	2	5	COc1ccc(NC(=O)Nc2ccc(F)c(F)c2)c(OC)c1
32	3	5	-4	nt	0	nt	nt	-9	1	0	O=C(O[C@H]1CC[C@@]23CCCN2C(=O)CCC[C@H]3C1)N1CCCC1

The list goes on:
cpd	SMILES	DDE Tn6 FP inh	DDE Tn7 FP inh	UHRF1 MBD2 ctr	ASAP1 inh	PLCg1 inh	ARFGAP1 inhibitor	KLK7 zymogen act	Rev-erbA mod	PLC-beta3 inh	HGIII-sPLA2 inh
37	Cc1ccc(-c2nnc(-c3cccc(NC(=O)c4cccs4)c3)o2)cc1	3	1	-2	13	0	17	-4.5	-2	0	-24
38	CCOC(=O)C(C(=O)NCC1CCCO1)C1CCCCC1 (stereo not drawn)	4	-5	1	-14	4	-3	0.6	3	3	0
39	O=C(Nc1ccc(O)c2c(=O)cc(-c3ccccc3Cl)oc12)c1ccccc1Cl	-4	0	-1	-6	1	-6	-0.7	1	2	3
40	CC(C)CCOc1ccc(NC(=O)C2OC3OC(C)(C)OC3C3OC(C)(C)OC23)cc1 (stereo not drawn)	5	2	5	-4	0	8	-0.1	0	2	13
41	O=C(Cn1ccc([N+](=O)[O-])n1)NCc1nc2ccccc2[nH]1	0	-14	-1	-2	4	-2	-0.5	-12	-1	1
42	C/C(N=Nc1nc2ccccc2s1)=N\Nc1ccccc1O	-12	-8	-3	8	-1	-1	0.3	-2	-7	-1
43	O=C(CN1C2=NCCCN2c2ccccc21)c1ccc2c(c1)OCO2	-2	-1	5	-17	-1	-2	0.7	0	-3	-6
44	CCC(c1nnnn1-c1c(C)cccc1C)N1CCCN(Cc2ccc(F)cc2)CC1 (stereo not drawn)	1	6	1	11	0	-2	-0.3	-4	1	-7
45	CN(C1CCS(=O)(=O)C1)S(=O)(=O)c1ccc(C2CCCCC2)cc1 (stereo not drawn)	-8	5	2	12	3	11	-0.2	2	0	3
46	CN1CCN(C(=O)/C(=C\c2ccc3c(c2)OCO3)NC(=O)c2cccs2)CC1	-9	3	0	1	-3	4	0.0	-5	-2	3
47	CC(c1ccccc1)N1CCn2c(nc3cc(NC(=O)c4cccs4)ccc32)C1 (stereo not drawn)	-3	1	-4	4	-125	0	-8.6	-1	-152	-7
48	COc1ccc(C2=Nc3cc(C)ccc3OC2)cc1	-3	-1	2	-10	-20	-9	-1.4	-2	-26	-4

cpd	SMILES	DDE Tn6 FP inh	DDE Tn7 FP inh	UHRF1 MBD2 ctr	ASAP1 inh	PLCg1 inh	ARFGAP1 inhibitor	KLK7 zymogen act	Rev-erbA mod	PLC-beta3 inh	HGIII-sPLA2 inh
49	CCc1ccc(/C=N/NC(=O)c2c[nH]c3ccccc23)s1	-13	-1	-4	7	-6	-3	-0.3	-2	-1	3
50	COc1ccc(NC(=O)c2cc3ccccc3o2)cn1	4	-2	-3	12	-3	5	0.1	-3	-7	-1
51	CCCCc1c(C)nn(-c2nnc3c4ccccc4n(CC)c3n2)c1C	-2	-4	-2	1	0	9	-4.4	-2	-3	0
52	Cc1ccc(CN2C(=O)N/C(=C\c3ccc(-c4ccc(C(=O)O)cc4C)o3)C2=O)cc1	6	-8	14	-5	-12	8	-0.6	-1	-26	-12
53	Cc1cc(NC(=O)CCC(=O)N(CC(=O)NC2CCCC2)c2ccc(F)cc2)no1	-4	1	-3	-11	-1	-11	-0.8	-5	-4	2
54	COc1cc(/C=N\NC(=O)c2ccc(-c3ccccc3)cc2)cc(OC)c1O	-6	3	-1	-7	-27	13	0.5	2	-44	-15
55	N#Cc1c(SCC(=O)O)nc(N2CCOCC2)c2c1CCCC2	-3	3	-1	-4	-15	-12	0.2	-7	-29	0
56	COCCn1c(SCC(=O)N2CC(=O)Nc3ccccc32)nnc1-c1ccoc1C	1	3	2	-4	1	-10	-0.4	1	0	10
57	CCOC(=O)c1c(NC(=O)CCN2CCOCC2)sc(C)c1-c1ccccc1	-3	-1	3	-2	2	-1	0.2	-6	4	0
